Myeloid diff 2: induction of myeloid progenitor differentiation, primary screen, cell-based, flow cytometry, MLPCN library; 1% of 360,000 active; ER-HoxA9 myeloid progenitors, lysozyme-GFP differentiation; calls only at 10 µM;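 active = normalized GFP-positive differentiation at or above the plate's own cutoff, the solvent-only control mean plus 3 SD; inconclusive = no clear call, values can overlap the other calls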;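 note: cells exposed to compound for four days before flow analysis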
Myeloid diff 2 GFP+ MAC1+ %: recorded beside Myeloid diff 2, whose call it bears; GFP+ MAC1+ double positive, %; measured here: differentiation confirmed by MAC1 staining
* marks the source's active call; other numbers are inactive results; i = inactive; u = inconclusive; x = not tested or not shown; + = active, no number. This is a subset (hit frequency here may not be typical).

Every second line gives: Myeloid diff 2, Myeloid diff 2 GFP+ MAC1+ %
- CC(=O)Nc1cccc(-c2ccnc3c2CC(C)(C(=O)NCc2ccc(F)c(F)c2)O3)c1 (configuration not stated)
 : +, 3.9*
- CC1(C(=O)NS(=O)(=O)c2ccc(C#N)cc2)CCN1C(=O)C1(c2ccc(Cl)cc2)CC1 (configuration not stated)
 : i, 0.6
- CCCS(=O)(=O)NC(=O)C1(C)CCCN(C(=O)c2ccccc2C(F)(F)F)C1 (configuration not stated)
 : i, 2.2
- O=C(O)c1ccc2c(c1)C(=O)N(c1ccc(C(=O)OCC(=O)c3ccccc3)cc1)C2=O
 : i, 0.6
- Cc1ccc2nc(NC3=NC4(CCCC4)C4=C(CCCC4=O)N3)oc2c1
 : i, 1.5
- CC(C)=CCC[C@](C)(O[C@@H]1O[C@H](CO[C@@H]2OC[C@H](O[C@@H]3OC[C@@H](O)[C@H](O)[C@H]3O)[C@H](O)[C@H]2O)[C@@H](O)[C@H](O)[C@H]1O)C1CC[C@]2(C)C1[C@H](O)CC1[C@@]3(C)CC[C@H](O)C(C)(C)C3[C@@H](O)C[C@]12C (some centres not stated)
 : i, 2.6
- CC(C)c1ccc(Oc2cccc3c2S(=O)(=O)N(C2CCCC2)CC(COCc2ccccc2)O3)cc1 (configuration not stated)
 : i, 2.5
- O=C(Nc1ccc2c(c1)OCCO2)C(C1CC1)n1c(=O)c(-c2cc3ccccc3[nH]2)nc2ccccc21 (configuration not stated)
 : i, 3.1
- O=C(COC(=O)C1(c2ccccc2)CC1)NNC(=O)c1ccccc1
 : i, 0.8
- Cc1ccccc1N1CC(C(=O)Nc2ccc(S(=O)(=O)N3CCCC3)cc2)CC1=O (configuration not stated)
 : i, 0.4
- O=C1CC2(CCN(S(=O)(=O)c3ccccc3)CC2)Oc2ccccc21
 : i, 0.7
- COc1ccc2oc(-c3ccncc3)cc(=O)c2c1
 : i, 2.5
- Cc1cccc(C(=O)OCC(=O)c2c(N)n(CC(C)C)c(=O)n(C)c2=O)c1[N+](=O)[O-]
 : i, 0.8
- COc1ccc(CCNC(=O)C2COc3ccccc3O2)cc1OC (configuration not stated)
 : i, 0.4
- CCOC(=O)C1(C)CCCCCN1C(=O)c1ccc(SC(F)(F)F)cc1 (configuration not stated)
 : i, 1.9
- NC1=NC(=O)C(c2ccccc2)C(=O)N1 (configuration not stated)
 : i, 0.6
- Cc1ccc(S(=O)(=O)N2CCCCC2)cc1NC(=O)c1cc(F)c(F)c(F)c1F
 : i, 1.0
- CCOC(=O)C1(C(=O)OCC)COC(=O)C1CN1Cc2cc3ccccc3nc2C1 (configuration not stated)
 : i, 0.5
- C=CC[C@@H](CC(=O)OC(C)(C)C)C(=O)OC[C@@H]1CCCN1C(=O)[C@H](CC=C)CC(=O)NCCO
 : i, 0.0
- Cc1ccccc1S(=O)(=O)NC(=O)C1(C)CCN1C(=O)c1c(C)noc1C (configuration not stated)
 : i, 0.7

For convenience, some entries already given:
Every second line gives: Myeloid diff 2, Myeloid diff 2 GFP+ MAC1+ %
- CCOC(=O)C1(C(=O)OCC)COC(=O)C1CN1Cc2cc3ccccc3nc2C1 (configuration not stated)
 : i, 0.5
- C=CC[C@@H](CC(=O)OC(C)(C)C)C(=O)OC[C@@H]1CCCN1C(=O)[C@H](CC=C)CC(=O)NCCO
 : i, 0.0
- Cc1ccccc1S(=O)(=O)NC(=O)C1(C)CCN1C(=O)c1c(C)noc1C (configuration not stated)
 : i, 0.7

(continued)
Every second line gives: Myeloid diff 2, Myeloid diff 2 GFP+ MAC1+ %
- CN(C)c1cccc(C(=O)Nc2ccc(S(=O)(=O)Nc3nccs3)cc2)c1
 : i, 4.5
- COC(=O)[C@]12CCCCC=C1N(CCc1ccc(OC)c(OC)c1)C(=O)[C@H](CC(=O)NCCc1ccccc1OC)C2
 : i, 3.8
- O=C(CSc1nc2ccccc2c(=O)[nH]1)Nc1ccc([N+](=O)[O-])cc1
 : i, 0.9
- O=C(c1cn(Cc2ccccc2)nc1-c1ccccc1)N1CCN(c2ccccn2)CC1
 : u, x
- Cc1cccc(NC(=O)CN(CC2CCCO2)C(=O)c2oc3ccccc3c2C)c1C (configuration not stated)
 : i, 0.8
- CCN1C(=NCc2ccco2)N[C@@H](c2cccc(C(F)(F)F)c2)C(C(=O)OC)=C1C
 : i, 1.6
- O=C(NCc1ccc(Cl)cc1)c1cccc(S(=O)(=O)N2CCCC2)c1
 : i, 1.2
- O=C(CSc1nc2cc(Cl)ccc2o1)NC1CC1
 : i, 0.2
- COc1ccc(N2CC(C(=O)Nc3ccccc3N3CCCC3)CC2=O)c(OC)c1 (configuration not stated)
 : i, 1.0
- O=C(Nc1ccc(N2CCCCCC2)cc1)c1ccc[nH]1
 : i, 0.5
- C=CC[C@@]12C=C(OC)C(=O)C(OC)=C1O[C@H](c1ccc3c(c1)OCO3)[C@H]2C
 : i, 2.8
- COc1ccccc1CN(C)C[C@H]1OCc2cnnn2CCCC(=O)N([C@H](C)CO)C[C@@H]1C
 : i, 0.7
- CCN(c1ccccc1)S(=O)(=O)c1cccc(C(=O)NCC(c2ccc(F)cc2)N2CCOCC2)c1 (configuration not stated)
 : i, 0.2
- COc1cc(CNC(=O)Nc2cccn3nc(COCCO)nc23)cc(OC)c1OC
 : i, 1.3
- O=C(CN(Cc1ccco1)C(=O)c1ccc([N+](=O)[O-])cc1)Nc1ccccc1C(F)(F)F
 : i, 1.8
- O=C1C(=O)C(c2ccccc2)C(=O)C1c1ccccc1 (configuration not stated)
 : i, 0.6
- COCCN(C(=O)COC(=O)C1CC1C)c1c(N)n(Cc2ccccc2)c(=O)[nH]c1=O (configuration not stated)
 : i, 0.9
- CC(=O)Nc1cc(-c2ccc(C(=O)N3CCOCC3)cc2)cn2c(-c3ccccc3)cnc12
 : i, 0.6
- CC(CCc1ccccc1)NC(=O)COC(=O)c1cccn1C (configuration not stated)
 : i, 0.3
- Nc1cc2c(cc1N)-c1ccccc1C2
 : +, 5.0*

Another view of some results above:
Compound	Myeloid diff 2	Myeloid diff 2 GFP+ MAC1+ %
NC1=NC(=O)C(c2ccccc2)C(=O)N1 (configuration not stated)	i	0.6
CC(=O)Nc1cc(-c2ccc(C(=O)N3CCOCC3)cc2)cn2c(-c3ccccc3)cnc12	i	0.6

The list continues:
Every second line gives: Myeloid diff 2, Myeloid diff 2 GFP+ MAC1+ %
- COc1ccc(OC)c(NC(=O)CN2C(=O)C(C)N(c3ccc(C)cc3)C2=O)c1 (configuration not stated)
 : i, 1.2
- COc1ccc(S(=O)(=O)N(C)C[C@@H]2OCc3cn(nn3)CCCC(=O)N([C@@H](C)CO)C[C@H]2C)cc1
 : i, 1.6
- CCC1(CC)NC(=O)N(CC(=O)OCC(=O)NC(=O)c2ccccc2OC)C1=O
 : i, 0.9
- COc1ccc(C(O)c2nc(-c3cccc(F)c3)cs2)cc1 (configuration not stated)
 : i, 1.3
- COc1nnc(-c2ccc(N3CCCCC3)c(NC(=O)COc3ccccc3)c2)c2ccccc12
 : i, 0.9
- CN(C)C(=O)CCc1ccc2c3c([nH]c2c1)[C@]1(C)[C@@H](C(=O)N2CCOCC2)C[C@H](CC(=O)NCCCn2ccnc2)C(=O)N1CC3
 : i, 0.9
- Cc1cccc(C)c1Cn1c(C)c(C(=O)NCc2ccccc2C(F)(F)F)sc1=O
 : i, 6.2
- O=C(Cc1cccc(NC(=O)C2CCCN(C(=O)CCc3ccccc3)C2)c1)Nc1cccc(C(=O)N2CCOCC2)c1 (configuration not stated)
 : i, 0.3
- COC(=O)c1ccc(CNC(=O)c2ccc(OC)c(S(=O)(=O)NC3CC3)c2)cc1
 : i, 1.0
- COc1cccc(NC(=O)CN(C)C(=O)/C=C/c2cn(-c3ccccc3)nc2-c2ccc(C)cc2)c1
 : i, 0.9
- COc1cccc(C(=O)NCCS(=O)(=O)N2CCN(c3ccccc3)CC2)c1OC
 : i, 0.8
- COc1ccc(C(=O)Nc2ccc(Cl)c(S(=O)(=O)N3CCOCC3)c2)cc1
 : i, 0.9
- CCOc1ccc(C(=O)NCC(=O)N2CCN(C/C=C/c3ccccc3)CC2)cc1OCC
 : i, 0.6
- CCN(CC)c1ccc(S(=O)(=O)N2CCOCC2)cc1NC(=O)CSc1nncn1C
 : i, 0.2
- CC(SC(C)C(=O)NN=Cc1cccc(F)c1)C(=O)NN=Cc1cccc(F)c1 (configuration not stated)
 : i, 0.5
- Cc1occc1C(=O)Nc1cccc(/C=C/C(=O)O)c1
 : i, 0.7
- CC(C)C[C@@H](CN1CCC[C@@H]1CN1C(=S)NC[C@@H]1Cc1ccc(O)cc1)N1C[C@H](Cc2ccc(O)cc2)N(CCc2ccccc2)C1=S
 : i, 1.5
- O=C(c1ccc(NS(=O)(=O)c2ccc3[nH]c(=O)[nH]c3c2)cc1)N1CCCC(C(F)(F)F)C1 (configuration not stated)
 : i, 0.1
- O=S1(=O)c2ccc(Br)cc2N2CCC[C@@H]2CN1Cc1ccccc1
 : i, 1.7
- CCCN(CC(=O)Nc1cc(C)on1)CC(=O)Nc1ccc(F)c(F)c1F
 : i, 0.2
- COc1c(C)cc(C(O)c2ncc(-c3cccc4ccccc34)[nH]2)cc1C (configuration not stated)
 : i, 2.0
- NC(=O)c1cccc(-c2ccnc3c2CC(C(=O)Nc2cccc(C(F)(F)F)c2)O3)c1 (configuration not stated)
 : i, 0.5
- CCCCn1c(N)c(N(CCOC)C(=O)c2ccc(N3CCCC3=O)cc2)c(=O)[nH]c1=O
 : i, 0.6
- Cc1cccc([C@H](NC(=O)OC(C)(C)C)C(=O)OC(C)(C)C)c1
 : i, 0.8
- Cc1ccc(S(=O)(=O)N2CCN(C(=O)CN3C(=O)NC(C)(c4ccc5ccccc5c4)C3=O)CC2)cc1 (configuration not stated)
 : i, 3.1
- Nc1c(C(=O)CSc2nnc(-c3ccccc3F)o2)c(=O)[nH]c(=O)n1C1CC1
 : i, 0.7
- CN(C)C1=NCCN1CCCCc1ccccc1
 : i, 0.8
- COc1ccc(S(=O)(=O)N2CCCCC2)cc1NC(=O)C1CC1C (configuration not stated)
 : i, 1.2
- CC1=CC(c2ccccc2)n2ncnc2N1 (configuration not stated)
 : i, 1.3
- CC(C)c1ccc(S(=O)(=O)N2CCN(C(=O)CCNS(=O)(=O)c3ccccc3F)CC2)cc1
 : i, 0.9
- CCOC(=O)C1=C(C)N=c2sc(=C(C)C)c(=O)n2C1c1ccc(N(C)C)cc1 (configuration not stated)
 : i, 4.0
- C[C@H](CO)N1C[C@H](C)[C@H](CN(C)S(=O)(=O)c2ccc(-n3cccn3)cc2)OCc2cnnn2CCCC1=O
 : i, 0.7
- CCOC(=O)c1c(NC(=O)COC(=O)CCNS(=O)(=O)c2ccccc2)sc(C(=O)NC)c1C
 : i, 0.4
- Cc1ccc(CN2C(=O)C(CC(C)C)Nc3ncnc(N4CCCCC4)c32)cc1 (configuration not stated)
 : i, 0.5
- COc1ccc2oc(C(=O)NC(C)c3ccccn3)c(C)c2c1 (configuration not stated)
 : i, 1.5
- CC(C)(C)c1ccc(NC(=O)C2=CN3CCS(=O)(=O)N=C3C=C2)cc1
 : i, 0.3
- CC[N+](CC)(CC)CCOc1ccc(/C=C/c2ccccc2)cc1
 : i, 2.4
- O=C(CN1CCN(S(=O)(=O)c2ccc(F)c(Cl)c2)CC1)N1CCc2ccccc2C1
 : i, 1.3
- NS(=O)(=O)c1ccc(NC(=O)CSc2nnc(NC3CC3)s2)cc1
 : i, 0.5
- Cc1ccnc(NC(=O)CNC(=O)C23CC4CC(CC(C4)C2)C3)c1
 : i, 1.0
- Cc1cnc(NS(=O)(=O)c2ccc(N)cc2)nc1-c1ccccc1O
 : i, 0.6
- CCN(CC)C(=O)N1CCN(c2c([N+](=O)[O-])c(=O)oc3ccccc23)CC1
 : i, 0.4
- Cc1cccc(C)c1NC(=O)C1CC2CCC1C2 (configuration not stated)
 : i, 0.5
- O=C(CN1C(=O)NC2(CCCCCC2)C1=O)Nc1cccc(F)c1
 : i, 0.6
- CC(NC(=O)c1ccccc1F)c1nnc(SCC(=O)Nc2nnc(C3CC3)s2)n1C (configuration not stated)
 : i, 0.9
- CCN1C(=O)[C@H]2[C@H]3CN=C(SCc4ccc(C#N)cc4)N3[C@@](CC)(C(=O)OC)[C@H]2C1=O
 : i, 0.6
- O=C(Nc1nnc(-c2cc(Cl)ccc2Cl)o1)C1=COCCO1
 : i, 0.7
- CC1(C)C(=O)Nc2ccccc2N1C(=O)COC(=O)CSc1ccc(F)cc1
 : i, 1.0
- CC1(Cc2ccccc2C#N)C(=O)Nc2ccc(-c3ccccc3)cc21 (configuration not stated)
 : i, 1.1
- COC(=O)[C@]12CCCCC=C1N(Cc1cccc3ccccc13)C(=O)[C@H](CC(=O)NCCCCc1ccccc1)C2
 : i, 0.6
- C[C@H]1CN=C(Nc2ccccc2)N1CCc1ccc(F)cc1
 : i, 2.3
- CC1CCN(c2nc3c(c(=O)[nH]c(=O)n3C)n2CCSc2ncccn2)CC1
 : i, 1.7
- COc1cc(/C=C/C(=O)O)ccc1OS(=O)(=O)c1cc(Br)ccc1C
 : i, 0.4
- O=C(NC1(Cc2ccccc2)CCN(CCc2cccs2)C1=O)c1ccccc1 (configuration not stated)
 : i, 1.0
- Cc1ccc(S(=O)(=O)CCC(=O)OCC(=O)N2CCN(c3ccccc3)CC2)cc1
 : i, 0.5
- Cc1ccsc1C(=O)OCC(=O)Nc1cccc(F)c1
 : i, 0.3
- Cn1c(=O)c2c(nc(CCC3CCCC3)n2C)n(C)c1=O
 : i, 0.5

A different layout for some results above.
> CCN1C(=O)[C@H]2[C@H]3CN=C(SCc4ccc(C#N)cc4)N3[C@@](CC)(C(=O)OC)[C@H]2C1=O
  Myeloid diff 2: i; Myeloid diff 2 GFP+ MAC1+ %: 0.6

> O=C(Nc1nnc(-c2cc(Cl)ccc2Cl)o1)C1=COCCO1
  Myeloid diff 2: i; Myeloid diff 2 GFP+ MAC1+ %: 0.7

> CC1(C)C(=O)Nc2ccccc2N1C(=O)COC(=O)CSc1ccc(F)cc1
  Myeloid diff 2: i; Myeloid diff 2 GFP+ MAC1+ %: 1.0

> CC1(Cc2ccccc2C#N)C(=O)Nc2ccc(-c3ccccc3)cc21 (configuration not stated)
  Myeloid diff 2: i; Myeloid diff 2 GFP+ MAC1+ %: 1.1

From PubChem BioAssay
